SW480 rereplic – inducers of DNA re-replication in SW480 colon cancer cells; SW480 DNA re-replication, Hoechst DNA content imaging, 48 h; Potency, µM (top dose mostly 46.1 µM), for the others: top-dose re-replication activation, usual class: activators; 340,000 tested, 1.8% active; also: potency is read from the fitted curve at half-maximal effect; % of control where 0% means no effect; nearly all actives have a fitted effect of over 55% in size
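Hoechst fluorescence of nuclei (405 nm excitation, 500-530 nm emission) measured by plate-scanning imager after 48 hr compound exposure at 37 C; re-replication scored as increased number of nuclei with elevated intensity.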
KB-3-1 cytotox – kills parental KB-3-1 adenocarcinoma cells. KB-3-1 viability, CellTiter-Glo ATP luminescence, 72 h. 400,000 tested, 1.4% active. Potency, µM (titrated, usually from 46.1 µM), inactives show top-dose activity change, negative = cytotoxic, hits mostly cytotoxic; also: potency is read from the fitted curve at half-maximal effect; % is scaled to controls: 0 for no effect and ±100 for the full control effect; nearly all actives have a fitted effect of over 60% in size
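Multi-concentration cytotoxicity screen in KB-3-1 cells grown in DMEM lacking phenol red with 10% FBS. After 72 h at 37 °C with compound, ATP-dependent luminescence was recorded.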
WRN inhibitor – inhibitors of human WRN helicase; WRN helicase unwinding, fluorescent forked duplex, kinetic; 360,000 tested, 0.46% active; Potency, µM (series often up to 114 µM), without a hit: at the top dose activity change, negative = inhibition, hits mostly inhibitors; Q14191; AID 651768; also: potency is read from the fitted curve at half-maximal effect; % is scaled to controls: 0 for no effect and ±100 for the full control effect; nearly all actives have a fitted effect of over 55% in size
Target sequence (Q14191 whole entry, looked up): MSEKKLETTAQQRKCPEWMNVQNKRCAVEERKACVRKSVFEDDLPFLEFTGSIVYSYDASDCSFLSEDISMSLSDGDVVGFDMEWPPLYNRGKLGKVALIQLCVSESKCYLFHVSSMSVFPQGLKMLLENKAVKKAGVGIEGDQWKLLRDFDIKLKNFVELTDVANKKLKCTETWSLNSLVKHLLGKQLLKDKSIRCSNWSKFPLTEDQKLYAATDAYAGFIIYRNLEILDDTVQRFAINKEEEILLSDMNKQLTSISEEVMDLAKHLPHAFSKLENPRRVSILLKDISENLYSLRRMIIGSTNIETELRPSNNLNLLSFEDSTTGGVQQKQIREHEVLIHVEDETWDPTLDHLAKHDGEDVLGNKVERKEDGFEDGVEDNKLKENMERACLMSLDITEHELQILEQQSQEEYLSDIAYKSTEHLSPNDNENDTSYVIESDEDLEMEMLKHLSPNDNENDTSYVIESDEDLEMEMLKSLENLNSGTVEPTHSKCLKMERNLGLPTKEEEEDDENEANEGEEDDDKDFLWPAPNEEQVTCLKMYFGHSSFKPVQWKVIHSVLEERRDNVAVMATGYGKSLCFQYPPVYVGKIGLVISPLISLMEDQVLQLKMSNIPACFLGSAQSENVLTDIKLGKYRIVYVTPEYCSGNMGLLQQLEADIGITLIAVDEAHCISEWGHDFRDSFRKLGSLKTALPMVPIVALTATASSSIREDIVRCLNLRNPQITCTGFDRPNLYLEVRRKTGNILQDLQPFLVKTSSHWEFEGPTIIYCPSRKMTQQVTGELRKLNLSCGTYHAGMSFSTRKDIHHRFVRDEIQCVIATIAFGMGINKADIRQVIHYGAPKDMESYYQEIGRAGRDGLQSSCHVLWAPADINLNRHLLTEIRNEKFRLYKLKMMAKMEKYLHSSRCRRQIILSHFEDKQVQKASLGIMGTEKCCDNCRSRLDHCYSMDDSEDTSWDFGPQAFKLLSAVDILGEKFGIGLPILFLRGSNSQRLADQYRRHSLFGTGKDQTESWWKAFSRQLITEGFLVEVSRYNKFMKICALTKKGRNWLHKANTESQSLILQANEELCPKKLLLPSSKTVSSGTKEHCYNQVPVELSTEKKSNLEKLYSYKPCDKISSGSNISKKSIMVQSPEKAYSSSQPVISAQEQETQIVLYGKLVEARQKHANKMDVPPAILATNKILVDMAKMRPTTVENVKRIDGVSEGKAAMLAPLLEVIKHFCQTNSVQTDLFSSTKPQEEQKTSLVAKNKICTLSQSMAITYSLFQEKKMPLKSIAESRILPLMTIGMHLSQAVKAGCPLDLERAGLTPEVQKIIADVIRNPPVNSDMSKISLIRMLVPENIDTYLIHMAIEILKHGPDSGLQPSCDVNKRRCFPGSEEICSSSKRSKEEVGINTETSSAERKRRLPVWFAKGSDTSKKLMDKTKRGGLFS
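Enzyme (20 nM final) and test compound sit together 15 min at room temperature before substrate addition. Substrate is a single-forked duplex oligonucleotide (100 nM) labelled with fluorophore and quencher, with 2 mM ATP; helicase unwinding raises red fluorescence, read kinetically.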
KB-V1 MDR tox – KB-V1 MDR subline cytotoxicity; Potency, µM (doses to about 46.1 µM), for inactives: at the top dose activity change, negative = cytotoxicity, most hits filed as cytotoxic; AID 1347076; 400,000 tested, 3.4% active; KB-V1 MDR cells viability, CellTiter-Glo, 72 h; also: potency is read from the fitted curve at half-maximal effect; % is scaled to controls: 0 for no effect and ±100 for the full control effect; nearly all actives have a fitted effect of over 60% in size
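Cytotoxicity via CellTiter-Glo luminescence after 72 h compound exposure at 37 degrees C. Cells: drug-selected KB-V1 line, DMEM phenol-red free plus 10% FBS. Compounds tested at multiple concentrations; normalized data fitted to concentration-effect curves.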
IL1B secr inh – inhibitors of inflammasome signaling (IL-1 beta secretion); activity change, % at 57.5 µM; THP-1 LPS/ATP IL-1B secretion, AlphaLISA, 16 h; active compounds read low; 360,000 tested, 4.7% active; in the data active = activity change below about -50%; inconclusive = mostly about -30% to -49%; also: % is scaled to controls: 0 for no effect and ±100 for the full control effect
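Secreted IL-1B measured by AlphaLISA bead assay after 16 h compound exposure of THP-1 cells; compounds (final up to 57.5 uM) added 1 h before LPS (250 ng/mL) and ATP (1.25 mM) stimulation; lower signal means less secretion.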
ATXN2 expr inh – reduces ATXN2 reporter expression in HEK-293 cells; HEK-293 ATXN2-luciferase reporter, luminescence, 24 h; Potency, µM (series often up to 57 µM), without a hit: top-dose activity change, negative = inhibition, usual class: inhibitors; 360,000 tested, 0.72% active; AID 1745845; also: potency is read from the fitted curve at half-maximal effect; % is scaled to controls: 0 for no effect and ±100 for the full control effect; nearly all actives have a fitted effect of over 55% in size
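qHTS (up to 57 uM final) was run with 24 h compound exposure of reporter cells at 37 °C. Each well was multiplexed: SteadyGlo luminescence measured ATXN2-luciferase expression after a fluorogenic Gly-Phe-AFC viability readout (25 uM final).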
HT1080 IDH1KD tx – HT-1080 IDH1 knockdown cell toxicity (counter line). HT-1080 IDH1 knockdown viability, ATP luminescence, 48 h. Potency, µM (top dose mostly 46.1 µM), inactives show at the highest dose activity, negative = toxicity, hits mostly cytotoxic. 360,000 tested, 2% active. AID 686971;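 also: potency is read from the fitted curve at half-maximal effect; 0% = DMSO wells and -100% = cell-free medium wells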
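Using the IDH1-knockdown HT-1080 line run in the same batch and compound series as the NT line, viability after 48 h at 37 °C was determined by CellTiter-Glo luminescence and expressed as % activity.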
MCF10A rereplic – DNA re-replication induction in MCF 10a cells | MCF 10A DNA re-replication, Hoechst nuclear intensity, 48 h | Potency, µM (doses to about 46.1 µM), for the others: top-dose activity, positive = re-replication, most hits filed as activators | 350,000 tested, 2.9% active | AID 624296; also: potency is read from the fitted curve at half-maximal effect; % of control where 0% means no effect; nearly all actives have a fitted effect of over 50% in size
HT1080-NT tox – kills 2HG-producing HT-1080-NT fibrosarcoma cells | HT-1080-NT fibrosarcoma viability, CellTiter-Glo ATP luminescence, 48 h | Potency, µM (titrated, usually from 46.1 µM), for the others: at the highest dose activity, negative = less viability, actives largely listed as cytotoxic | AID 686970 | 360,000 tested, 1.6% active;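 also: NT is the 2HG producing partner of a matched IDH1 knockdown line; potency is read from the fitted curve at half-maximal effect; 0% = DMSO-treated cells and -100% = media-only wells without cells; nearly all actives have a fitted effect of over 55% in size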
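HT-1080-NT; 750 cells/well; 5% FBS RPMI; 48 h compound, 37 degrees C; CellTiter-Glo luminescence; curve fitting and curve-class assignment.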
Starred values were filed as active, the others as inactive; ? = inconclusive; nt = not tested or not shown; [ ] = dose if it differs, or a comment. Unless noted, calls follow the shape of the dose curve; as a rule, active = well fitted curve in the direction sought with a large enough effect; inconclusive = small, poorly fitted or top-dose-only effect, or another doubt; inactive = no such curve, though single readings can be large; an effect the other way counts as inactive or inconclusive.

Every second line gives: KB-V1 MDR tox	IL1B secr inh	SW480 rereplic	HT1080 IDH1KD tx	WRN inhibitor	ATXN2 expr inh	HT1080-NT tox	MCF10A rereplic	KB-3-1 cytotox
1. O=[N+]([O-])c1cc(S(=O)(=O)Nc2ccccc2)ccc1NCc1ccccc1
    ?	-18	-40%[inhibitor]	-5%	-14%	4%	1%	?	1%
2. O=C(CNC(=O)c1ccccc1F)OCc1csc(-c2ccccc2)n1
    ?	15	-124%[inhibitor]	2%	3%	2%	4%	-9%	13%
3. CC(=O)N1C(=O)N(C(C)=O)C2C1N(C)C(=O)N2C(C)=O (stereo unspecified)
    -7%	8	19%	-6%	-4%	-8%	0%	6%	1%
4. O=C(CS(=O)(=O)c1ccccc1Cl)N1CCOCC1
    2%	12	9%	19%	-6%	1%	-2%	-1%	3%
5. O=C(CSc1ccc(Br)cc1)NCC(c1cccs1)N1CCOCC1 (stereo unspecified)
    ?	-10	3%	-10%	-14%	-11%	-7%	10%	16µM*
6. O=C(NCCc1ccc(Cl)cc1)C1CCN(S(=O)(=O)c2cccs2)CC1
    ?	0	3%	-6%	-3%	-17%	-8%	4%	?
7. CC(=O)N1CN(CCCn2ccnc2)Cc2c1sc1c2CCCC1
    2%	-3	-3%	-5%	4%	4%	-1%	-6%	-2%
8. Cc1ccc2onc(CC(=O)O)c2c1
    16%	-1	-29%	12%	-2%	-1%	-2%	-5%	14%
9. CCOC(=O)COc1cc(-n2c(=S)[nH]c3cc(OC)c(OC)cc3c2=O)c(Cl)cc1Cl
    -3%	0	-5%	10%	?	-38%	2%	23µM*	-4%
10. Cc1ccc(S(=O)(=O)N2CCN(c3ccc(S(=O)(=O)N4CCOCC4)cn3)CC2)cc1
    -10%	0	?	-4%	-34%[57.1 µM]	-20%	-1%	-3%	1%
11. CCOc1ccc(-c2c(C(=O)N/N=C(\C)c3ccco3)nnn2-c2nonc2N)cc1
    14%	36	-33%[inhibitor]	0%	11%	-6%	17%	5%	10%
12. COC(=O)N(C)c1ccccc1C(=O)N1CCOCC1
    -6%	31	1%	-14%	2%	-6%	-4%	0%	-2%
13. COc1ccccc1C(=O)N/C(=C/c1ccco1)C(=O)Nc1cccc(C(=O)O)c1
    -1%	-21	1%	1%	?	4%	-1%	2%	2%
14. CS(=O)(=O)N1CCN(Cc2ccc([N+](=O)[O-])cc2)CC1
    -19%	2	-2%	15%	9%	-9%	7%	2%	-3%
15. O=C(c1[nH]c(C(F)(F)F)nc1-c1ccccc1)N1CCN(c2ncc(C(F)(F)F)cc2Cl)CC1
    11%	0	nt	-11%	-8%	-10%	-11%	nt	0%
16. Nc1nonc1-n1nnc(C(=O)N/N=C/c2cccc(Cl)c2Cl)c1CN1CCCC1
    -14%	26	21µM*	2%	5%	-5%	0%	?	-29%
17. Cc1csc(NC(=O)CSc2nnc(-c3cc(C)on3)o2)n1
    16%	48	1%	-1%	-25%	nt	1%	1%	2%
18. CC(=O)N1CCC(=O)N(C(C)C)c2ccccc21
    0%	-5	-13%	-1%	-7%	-5%	16%	-2%	-3%
19. CC(C)NC(=O)c1cc2c(s1)CCCC2
    2%	-3	1%	11%	5%	110%[activator]	19%	-3%	-16%
20. Cc1ccc(S(=O)(=O)NCCSc2ncccn2)cc1
    0%	2	-41%	8%	7%	12%	13%	?	7%

Continuation.
Every second line gives: KB-V1 MDR tox	IL1B secr inh	SW480 rereplic	HT1080 IDH1KD tx	WRN inhibitor	ATXN2 expr inh	HT1080-NT tox	MCF10A rereplic	KB-3-1 cytotox
21. COc1ccc(OC)c2c1CC(C)(C)NC2=O
    ?	-13	-8%	5%	-8%	5%	8%	0%	8%
22. O=C(COC(=O)c1ccc([N+](=O)[O-])o1)c1ccccc1
    22%	-2	-6%	13%	-6%	5%	10%	6%	8%
23. OCCCN1c2ccccc2Nc2nnc(-c3ccccc3)cc21
    ?	?	-5%[9.22 µM]	-19%	-23%	79%[activator]	-3%	?	?
24. CCCc1nc2ccc(C)cn2c1Cc1cccc(Cl)c1
    -8%	2	nt	?	-3%	-29%	?	nt	-1%
25. COc1ccc(C(CNC(=O)c2ccc(NS(=O)(=O)c3ccccc3)cc2)N2CCOCC2)cc1 (stereo unspecified)
    13%	13	?	-1%	-32%	3%	0%	?	1%
26. Clc1ccc(CNc2ncnc3[nH]ncc23)cc1Cl
    -8%	-24	?	?	-5%	-17%	?	?	-20%
27. Fc1ccc(CSc2ccc3nnc(-c4cccnc4)n3n2)cc1
    ?	?	-9%	0%	-25%	33%	-4%	-1%	-3%
28. O=C(COc1ccc(Cl)cc1)NN=C1CCCCCCC1
    4%	-12	1%	0%	-2%	-12%	5%	8%	12%
29. OCCCNCc1ccc(-c2ccccc2)cc1
    6%	-12	2%	-8%	-3%	-14%	-27%	14%	5%
30. CN(C(=O)C12CC3CC(CC(C3)C1)C2)C1(C)CCS(=O)(=O)C1 (stereo unspecified)
    13%	33	-6%	-2%	7%	3%	2%	1%	1%
31. COCCn1nnnc1C(c1ccc(OC)cc1OC)N1CCN(c2ccccc2)CC1 (stereo unspecified)
    ?	1	22%	0%	-32%[57.1 µM]	-5%	2%	3%	-9%
32. COc1ccccc1NC(=O)c1c(C)nn(-c2ccccc2)c1Cl
    -10%	-14	4%	13%	-7%	nt	15%	-9%	-2%
33. O=C(NCC1CCCO1)c1cc(C(=O)C2CCCCC2)c[nH]1 (stereo unspecified)
    28%	25	-3%	13%	-2%	7%[11.3 µM]	16%	0%	10%
34. NC(=O)c1ccc(NC(=O)CN2C(=O)NC3(CCCCCCC3)C2=O)cc1
    ?	-2	-41%	-15%	5%	3%	-9%	-14%	?
35. O=C(CSc1nc2ncccc2[nH]1)Nc1ccc2c(c1)OCCO2
    4%	-22	4%	-2%	-7%	31%	12%	6%	-6%
36. CC1CCN(c2ccc3c(c2)S(=O)(=O)c2cccc(C(=O)NCc4ccc(F)cc4)c2C3=O)CC1
    13%	50	?	-8%	14%	12%	-18%	?	-1%
37. Cc1csc(NC(=O)CCc2c(C)nc3cc(-c4ccc(Cl)cc4)nn3c2C)n1
    0%	38	-4%	10%	-4%	?	17%	1%	4%
38. O=C(NNC(=O)c1ccccc1-n1cccc1)c1ccccc1
    0%	5	-6%	1%[9.24 µM]	5%	0%	17%	-2%	15%
39. COc1cc(OC)cc(C(=O)N(Cc2cc3cc(C)ccc3[nH]c2=O)C(C)C)c1
    ?	?	0%	11%	3%	0%	9%	18%	1%
40. CSc1ccc(NC(=O)c2cccnc2)cc1C#N
    -5%	-17	4%	1%	-7%	25%	14%	-10%	14%

More results follow.
Every second line gives: KB-V1 MDR tox	IL1B secr inh	SW480 rereplic	HT1080 IDH1KD tx	WRN inhibitor	ATXN2 expr inh	HT1080-NT tox	MCF10A rereplic	KB-3-1 cytotox
41. CC(=O)c1c[nH]c(C(=O)NCC2CCCO2)c1 (stereo unspecified)
    0%	-6	-17%	0%	9%	4%	0%	-2%	15%
42. CN(C)C(=O)N1CCN(C(=O)N(C)C)CC1
    18%	5	-2%	20%	-4%	-7%	8%	1%	3%
43. O=C(NC1CCCCC1)c1ccccc1NC(=O)C1CC(=O)N(c2ccccc2)C1 (stereo unspecified)
    -18%	8	-3%	-17%	5%	5%	5%	2%	7%
44. O=C(CSc1ccc(-c2ccccc2)nn1)NCC1CCCO1 (stereo unspecified)
    -24%	-4	-3%	-1%	-3%	-23%	4%	2%	0%
45. C=CCN1C(=O)C(Cc2cccc(Cl)c2)S/C1=N/N=C/c1ccco1 (stereo unspecified)
    -28%	-6	-6%	-24%	-1%	-7%	-3%	2%	2%
46. CC(C)CNC(=O)C1CCN(Cc2ccc(OCc3ccccc3)cc2)CC1
    ?	15	?	-13%	-10%	27%	-12%	?	0%
47. O=C(c1cc2ccccc2o1)N(Cc1ccco1)Cc1cccs1
    -8%	-28	9%	0%	-11%	7%	-1%	?	3%
48. CC(C)[C@H](NC(=O)[C@H](Cc1ccccc1)n1c(=O)[nH]c2ccccc2c1=O)C(=O)N1CCC[C@@H]1C(=O)O
    26%	15	-46%	6%	6%	2%	4%	-8%	0%
49. COc1cc2c(cc1OC)C(C)N(C(=O)Cn1ncc3c1-c1ccccc1OC3)CC2 (stereo unspecified)
    -15%	-8	-5%	-10%	-5%	-18%	-11%	7%	-15%
50. C=CCNC(=O)N1CCC(CO)(Cc2ccc(Cl)cc2)CC1
    -10%	0	1%	5%	-1%	nt	-5%	-10%	1%
51. Cn1cc(S(=O)(=O)NCc2cccs2)c(=O)n(C)c1=O
    6%	10	-13%	7%	0%	-14%	-1%	10%	23%
52. CC1(C)CC(=O)C=C(NCCc2ccc(S(N)(=O)=O)cc2)C1
    -3%	-2	-2%	8%	-6%[57.1 µM]	1%	7%	-20%	10%
53. Nc1cc(=O)[nH]c(SCc2ccccc2)n1
    2%	6	nt	-3%	0%	nt	-2%	nt	-33%
54. CCN(c1cccc(C)c1)S(=O)(=O)c1ccc2c(c1)NC(=O)CS2
    0%	10	-24%	-5%	-3%[57.1 µM]	-16%	-2%	8%	2%
55. O=C(Cn1c(=O)n(-c2ccc(F)cc2)c(=O)c2sccc21)N1CCCC1
    9%	-5	0%	11%	-9%	4%	15%	10%	?
56. Cc1ccc(NC(=O)CCS(=O)(=O)c2cccc3nonc23)c(Br)c1
    -15%	-2	-24%	7%	2%	-22%	11%	1%	7%
57. CC1CCCCC12NC(=O)N(CC(=O)N1CCN(c3ccccc3)CC1)C2=O (stereo unspecified)
    4%	-6	-15%	2%	-3%	4%	6%	1%	-18%
58. CN(C)c1ccc2nc3ccc(=O)cc-3sc2c1
    16µM*	-16	nt	?	56µM*	nt	?	nt	?

Screens: PubChem BioAssay, National Center for Advancing Translational Sciences (NCATS)
